# Screens as filed in PubChem BioAssay.
# NTR1 ag: agonists of NTR1, primary screen, imaging, U2OS cells, beta-arrestin-GFP, high content (AID 493036); Neurotensin receptor type 1 (Homo sapiens), P30989; NTR1-U2OS beta-arrestin-GFP spot imaging, agonist mode; activation, % at 20 µM; actives 0.17% (n = 330,000);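 active = activation at or above 40% of the spot to cytoplasm intensity ratio, with at least 20 cells analyzed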;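 also: 0% = DMSO without peptide and 100% = 100 nM NTR1 peptide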
# Target sequence (P30989 whole entry, looked up): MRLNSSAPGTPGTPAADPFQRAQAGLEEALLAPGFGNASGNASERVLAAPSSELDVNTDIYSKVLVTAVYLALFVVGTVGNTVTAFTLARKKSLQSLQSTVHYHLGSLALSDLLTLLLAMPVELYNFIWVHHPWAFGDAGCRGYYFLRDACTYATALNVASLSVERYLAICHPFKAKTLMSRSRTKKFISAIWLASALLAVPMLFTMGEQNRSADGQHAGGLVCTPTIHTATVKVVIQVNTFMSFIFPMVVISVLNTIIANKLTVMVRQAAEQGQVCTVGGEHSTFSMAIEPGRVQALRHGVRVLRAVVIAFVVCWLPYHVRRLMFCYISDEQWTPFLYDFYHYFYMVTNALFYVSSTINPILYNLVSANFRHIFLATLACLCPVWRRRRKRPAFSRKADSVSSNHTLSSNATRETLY
# Myeloid diff MLP: induction of myeloid progenitor differentiation, primary screen, cell-based, flow cytometry, MLPCN library; ER-HoxA9 myeloid progenitors, lysozyme-GFP differentiation; calls only at 10 µM; actives 1% (n = 360,000); AID 624256, 2012;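 active = normalized GFP-positive differentiation at or above the plate's own cutoff, the solvent-only control mean plus 3 SD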;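 also: cells exposed to compound for four days before flow analysis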
# T cell modulator: modulators of CD8 T cell-vesicle binding, primary screen, mouse 2C CD8+ T cells, flow cytometry; AID 2052, 2009; calls only at 7 µM; 2C CD8+ T cell-vesicle binding; active compounds read low; actives 0.068% (n = 330,000);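 active = response, share of CD8 T cells binding vesicles, and their 90th percentile fluorescence all below set limits, cut at about 80% in these data, passing the limit was not always enough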
#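 Read-out – percent CD8+ FL2 mean versus row control · System – murine 2C transgenic CD8+ T lymphocytes · Times – 1.5 h cell–vesicle binding at 37 °C, then 20 min icy labelling · Control set – naked vesicles low, QL9 vesicles with vehicle high · Detection – cytometric PE anti-B7-1 and Alexa647 anti-CD8 signals after 1% paraformaldehyde fixation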
# T cell modulator vesicle-bound %: recorded beside T cell modulator, whose call it bears; double positive events, %; measured here: CD8+ vesicle-bound cell fraction;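 binding gate set so that unloaded-vesicle control wells show 10% double positive cells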
# NTR1 ag cell count 20 µM: also measured in NTR1 ag; calls as there; cell count; measured here: cell count, cytotoxicity flag
# Myeloid diff MLP GFP+ MAC1+ %: second read-out of Myeloid diff MLP, no call of its own (marks repeat the call); GFP+ MAC1+ double positive, %; measured here: differentiation confirmed by MAC1 staining
# * = called active by the depositor; i = inactive; nt = no result given.
SMILES,NTR1 ag,NTR1 ag cell count 20 µM,Myeloid diff MLP,Myeloid diff MLP GFP+ MAC1+ %,T cell modulator,others
Cc1ccc(S(=O)(=O)N(C)C[C@H]2Oc3cc(Br)ccc3S(=O)(=O)N([C@H](C)CO)C[C@@H]2C)cc1,nt,nt,i,1.1,nt,
COC1CCN(C(=O)c2cc(COc3cc(C)ccc3C)on2)CC1,nt,nt,i,0.6,nt,
COc1ccc(NS(=O)(=O)c2cccc(C(=O)N3CCN(C/C=C/c4ccccc4)CC3)c2)cc1,nt,nt,i,0.3,nt,
CCCn1c(C)cc(C(=O)COC(=O)c2cc(=O)[nH]c3ccccc23)c1C,nt,nt,i,1.6,nt,
CCc1c(C)c(C#N)c2nc3ccccc3n2c1NCCCN(C)C,nt,nt,i,0.4,nt,
N#Cc1ccccc1S(=O)(=O)N1CCN(Cc2cc3c(cc2Br)OCCO3)CC1,nt,nt,i,1.5,nt,
CC[C@@H]1CC2=C(C(=O)OC(C)(C)O2)[C@@H](CC)O1,nt,nt,i,0.8,nt,
Cc1ccccc1-c1cnc(C(O)c2cccc(C)c2C)[nH]1 (stereo not drawn),nt,nt,i,1.6,nt,
O=C(NCc1nnnn1-c1ccc(Cl)cc1)C1CC(=O)N(c2ccc(F)cc2)C1 (stereo not drawn),nt,nt,i,0.5,nt,
C=CCCC(=O)N1C[C@H]2CON(C)[C@H]2C[C@H]1c1cccc(Oc2ccccc2)c1,nt,nt,i,0.8,nt,
Cc1cccc(C)c1NC(=O)C(c1ccc(C(F)(F)F)cc1)n1c(=O)c(-c2cc3ccccc3[nH]2)nc2ccccc21 (stereo not drawn),nt,nt,i,3.6,nt,
CC1CN(Cc2ccco2)C(=S)N(c2ccccc2)C1=O (stereo not drawn),nt,nt,i,0.6,nt,
COc1ccc(CC(N)c2csc(NC(=O)c3ccccc3OC)n2)cc1 (stereo not drawn),nt,nt,i,0.5,nt,
O=C(CCC1CCCN(C(=O)c2cc3ccccc3o2)C1)NCc1ccc(F)c(F)c1 (stereo not drawn),nt,nt,i,1.2,i,T cell modulator vesicle-bound %=60
CC1Cc2ccccc2N1C(=O)c1ccc(Br)o1 (stereo not drawn),nt,nt,i,0.7,i,T cell modulator vesicle-bound %=64
COCC(=O)N1CCc2ccc(NC(=O)c3ccc(C(F)(F)F)cc3)cc2C1,nt,nt,i,0.6,i,T cell modulator vesicle-bound %=58
Fc1ccccc1COc1cccc2cccnc12,nt,nt,i,0.4,i,T cell modulator vesicle-bound %=62
COC(=O)Cc1cc(=O)n2c(nc3ccccc32)[nH]1,nt,nt,i,0.5,i,T cell modulator vesicle-bound %=63
COC(=O)c1ccc(N2CCN(C)CC2)c(NC(=O)c2sc3ccccc3c2Cl)c1,nt,nt,i,0.4,i,T cell modulator vesicle-bound %=51
CCOC(=O)C1(CCOc2ccccc2)CCN(Cc2ccc(OCC)c(CO)c2)CC1,nt,nt,i,0.3,i,T cell modulator vesicle-bound %=67

# Brought forward from above: 3 entries, followed by the next part.
SMILES,NTR1 ag,NTR1 ag cell count 20 µM,Myeloid diff MLP,Myeloid diff MLP GFP+ MAC1+ %,T cell modulator,others
COC(=O)Cc1cc(=O)n2c(nc3ccccc32)[nH]1,nt,nt,i,0.5,i,T cell modulator vesicle-bound %=63
COC(=O)c1ccc(N2CCN(C)CC2)c(NC(=O)c2sc3ccccc3c2Cl)c1,nt,nt,i,0.4,i,T cell modulator vesicle-bound %=51
CCOC(=O)C1(CCOc2ccccc2)CCN(Cc2ccc(OCC)c(CO)c2)CC1,nt,nt,i,0.3,i,T cell modulator vesicle-bound %=67
COc1ccccc1/C=C/c1nc2ccccc2c(=O)o1,nt,nt,i,0.2,i,T cell modulator vesicle-bound %=57
CCC(C)Sc1cc(-c2nc3ccc(C)cn3c2NCc2ccccc2)ccc1OC (stereo not drawn),nt,nt,i,2.1,i,T cell modulator vesicle-bound %=14
CC(=O)c1ccc(N2CCN(C(=O)CNS(=O)(=O)c3ccc4c(c3)OCCCO4)CC2)c(F)c1,0.7,39,i,1.6,nt,
COC(C/C=C\[C@@H](O)[C@H](C)OCc1ccccc1)OC,0.4,71,i,0.5,nt,
CSc1ccccc1NC(=O)COC(=O)CCCOc1ccc(C)cc1,-1.0,42,i,1.0,nt,
O=C(OCC(=O)N1CCN(c2ccccc2)CC1)C1CCCN1S(=O)(=O)c1ccc(Cl)cc1 (stereo not drawn),1.6,65,i,1.0,nt,
C=CCN(C(=O)CSc1nnnn1C)c1nc(-c2ccccc2)cs1,-0.1,64,i,0.8,nt,
O=C(COC(=O)c1ccc2ncsc2c1)Nc1cc(Cl)ccc1F,-1.2,51,i,0.2,nt,
COc1ccccc1N(C)S(=O)(=O)c1ccc(C(=O)N2CCC2)cc1,-0.1,68,i,0.6,nt,
CCOC(=O)c1ccc(-c2cccc(-c3cc(=O)oc4cc(OC)cc(OC)c34)c2)cc1,1.9,56,i,0.3,nt,
CCN1CCN(c2ccc(NC(=O)c3ccc4c(c3)OCCO4)cc2C)CC1,-0.5,62,i,0.4,nt,
COC(C[C@@H](O)C[C@H](O)[C@H](C)OCc1ccccc1)OC,-0.4,62,i,1.5,nt,
O=C(c1cc(C2CC2)nn1-c1ccccc1)N1CCN(c2ccccn2)CC1,1.4,50,i,0.3,nt,
COc1ccc(CNC2C[C@H]3CCCC(=O)N4CC[C@@H](C2)[C@@H]34)cc1 (stereo partly drawn),3.8,58,i,0.7,nt,
Cc1ccc(S(=O)(=O)N2CCN(CCOc3ccccc3)CC2)cc1,0.1,79,i,0.8,nt,
O=C(C[C@H]1C[C@H](C(=O)N2CCOCC2)[C@@]2(CCC3CCCC3)c3[nH]c4cc(-c5ccco5)ccc4c3CCN2C1=O)NCCc1ccccn1,4.3,47,i,0.7,nt,
O=C(Nc1ccc(C(=O)N2CCN(c3ccccn3)CC2)cc1)c1ccc(Br)o1,-0.9,40,i,0.3,nt,
CCOC(=O)C1=C(COC(=O)CCS(=O)(=O)c2ccc(C)cc2)NC(=O)NC1C (stereo not drawn),0.1,61,i,0.3,nt,
CCN(CC)C(=O)[C@H]1CC(CC(=O)NC(C)(C)C)C(=O)N2CCc3c([nH]c4ccc(OC)cc34)[C@]12C (stereo partly drawn),2.4,51,i,1.4,nt,
CCc1cc(C(=O)NCC(c2ccc(OC)cc2)N2CCOCC2)sc1C (stereo not drawn),-0.8,77,i,0.6,nt,
O=C(Oc1ccc(Br)cc1)C1CCN(C2=NS(=O)(=O)c3ccccc32)CC1,0.3,53,i,0.9,nt,
Cc1ccc2c(CC(=O)N3CCN(S(=O)(=O)c4ccccc4)CC3)coc2c1,0.4,63,i,0.4,nt,
COc1ccc(C2CC(=O)Oc3cc(O)ccc32)cc1 (stereo not drawn),0.5,54,i,0.2,nt,
CCC(=O)c1ccc(OCC(=O)N(CC)CC2COc3ccccc3O2)cc1 (stereo not drawn),-0.2,69,i,0.7,nt,
CCC(C)C1/C=C\CC(NC(=O)OCC2c3ccccc3-c3ccccc32)CC(=O)N1Cc1ccccc1 (stereo not drawn),0.0,48,i,0.7,nt,
O=C(COc1ncnc2sccc12)NC1CCCCC1,0.0,67,i,1.1,nt,
CCOC(=O)C1CCCN(CC(=O)Nc2ccc(C(=O)Nc3ccccc3OC)cc2)C1 (stereo not drawn),0.5,51,i,0.4,nt,
CCCc1cc(=O)[nH]c2nnc(SCC(=O)Nc3nnc(CC)s3)n12,2.5,103,i,0.6,nt,
CCOc1ccc(OCCNC(=O)c2cc(C3CC3)nc3c2cnn3C(C)C)cc1,2.2,47,i,0.5,nt,
COc1ccc(CN2[C@@H](CC(C)=O)c3cc(C(F)(F)F)ccc3S2(=O)=O)cc1,0.1,46,i,0.6,nt,
Cc1ccc(S(=O)(=O)N2CCC(C(=O)N3CCc4ccccc43)CC2)cc1C,2.9,47,i,0.2,nt,
CC(C)NC(=O)c1cccc(NC(=O)CC2SC(N3CCCCC3)=NC2=O)c1 (stereo not drawn),-0.4,48,i,0.5,nt,
Cc1cc(C(=O)NNC(=O)Cc2ccc(Cl)c(Cl)c2)c(C)o1,-1.9,54,i,1.6,nt,
O=C(CN1CCN(C(=O)CCC(=O)N2CCC(c3ccccc3)=N2)CC1)Nc1ccc(F)cc1,-0.1,63,i,0.4,nt,
Cn1c(N)c(C(=O)COC(=O)Cc2ccc(Cl)cc2)c(=O)n(C)c1=O,0.0,73,i,0.6,nt,
COC(=O)[C@@]1(Cc2ccccc2)[C@H]2C(=O)N(C)C(=O)[C@H]2[C@H]2CN=C(SC)N21,-0.3,57,i,0.4,nt,
Cc1ccc(OCC(=O)NNC(=O)CSC(=S)N2CCCC2)cc1,-1.2,63,i,0.4,nt,
C[C@]12c3[nH]c4ccc(Cl)cc4c3CCN1C(=O)[C@@H](CC(=O)NCCC1=CCCCC1)C[C@@H]2C(=O)N1CCCCC1,12,42,i,0.4,nt,
Nc1ncnc2c1ncn2[C@@H]1O[C@H](CNS(=O)(=O)c2ccc3c(c2)CCN(C(=O)C(F)(F)F)C3)[C@@H](O)[C@H]1O,3.0,70,i,1.0,nt,
CCCCN1CC[C@H]2C=CC[C@@H](C(=O)Nc3ccc(Cl)c(C(F)(F)F)c3)[C@H]2C1=O,5.0,64,i,1.4,nt,
CC[C@]12c3[nH]c4ccc(Cl)cc4c3CCN1C(=O)[C@@H](CC(=O)NC(C)(C)C)C[C@@H]2C(=O)N1CCN(C(=O)c2ccco2)CC1,7.4,74,i,0.5,nt,
CCNC(=O)c1cccc(NC(=O)CN2C(=O)NC3(CCCCC3)C2=O)c1,2.5,67,i,0.2,nt,
CC[C@]12c3[nH]c4ccc(OC)cc4c3CCN1C(=O)C(CC(=O)NCCc1ccccn1)C[C@@H]2C(=O)N1CCN(C(=O)c2ccco2)CC1 (stereo partly drawn),2.9,52,i,0.5,nt,
CN(Cc1ccc(Cl)c(Cl)c1)C(=O)c1ccccc1SCC(=O)N1CCCC1,-0.5,47,i,0.8,nt,
COc1ccc(C)cc1NC(=O)C(c1ccccc1)N1CCN(CC(=O)N2CCCC2)CC1 (stereo not drawn),1.7,56,i,0.4,nt,
O=C(COC(=O)/C=C/c1ccc(F)cc1)NC1CCS(=O)(=O)C1 (stereo not drawn),0.1,64,i,0.9,nt,
CC[C@]1(C(=O)OC)[C@H]2C(=O)N(C)C(=O)[C@H]2[C@H]2CN=C(SCc3ccc(Cl)cc3)N21,0.4,60,i,1.2,nt,
O=C(NCC1CCCO1)c1cn(Cc2ccccc2Cl)nc1-c1ccccc1 (stereo not drawn),-0.3,61,i,0.9,nt,

# Looked up by structure from the entries so far:
SMILES,NTR1 ag,NTR1 ag cell count 20 µM,Myeloid diff MLP,Myeloid diff MLP GFP+ MAC1+ %,T cell modulator,others
CCNC(=O)c1cccc(NC(=O)CN2C(=O)NC3(CCCCC3)C2=O)c1,2.5,67,i,0.2,nt,
CC[C@]12c3[nH]c4ccc(OC)cc4c3CCN1C(=O)C(CC(=O)NCCc1ccccn1)C[C@@H]2C(=O)N1CCN(C(=O)c2ccco2)CC1 (stereo partly drawn),2.9,52,i,0.5,nt,
CC[C@]1(C(=O)OC)[C@H]2C(=O)N(C)C(=O)[C@H]2[C@H]2CN=C(SCc3ccc(Cl)cc3)N21,0.4,60,i,1.2,nt,
COc1ccc(C)cc1NC(=O)C(c1ccccc1)N1CCN(CC(=O)N2CCCC2)CC1 (stereo not drawn),1.7,56,i,0.4,nt,
O=C(COC(=O)/C=C/c1ccc(F)cc1)NC1CCS(=O)(=O)C1 (stereo not drawn),0.1,64,i,0.9,nt,
CC[C@]12c3[nH]c4ccc(Cl)cc4c3CCN1C(=O)[C@@H](CC(=O)NC(C)(C)C)C[C@@H]2C(=O)N1CCN(C(=O)c2ccco2)CC1,7.4,74,i,0.5,nt,
O=C(NCC1CCCO1)c1cn(Cc2ccccc2Cl)nc1-c1ccccc1 (stereo not drawn),-0.3,61,i,0.9,nt,

# Among those listed so far, two contain a cyano group:
SMILES,NTR1 ag,NTR1 ag cell count 20 µM,Myeloid diff MLP,Myeloid diff MLP GFP+ MAC1+ %,T cell modulator,others
CCc1c(C)c(C#N)c2nc3ccccc3n2c1NCCCN(C)C,nt,nt,i,0.4,nt,
N#Cc1ccccc1S(=O)(=O)N1CCN(Cc2cc3c(cc2Br)OCCO3)CC1,nt,nt,i,1.5,nt,

# Only part of the results is shown; count on the stated rates, not on these rows.
